Screening data from PubChem.
PfGluPho inh = PfG6PD (Plasmodium falciparum) enzyme inhibition. inhibition, % at 20 µM. PfGluPho enzyme, NADPH resazurin-diaphorase fluorescence. AID 504690. hit rate 0.78% among 350,000;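 active = inhibition reaching at least a set limit at 20 µM in the primary screen, cut at about 59% in these data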;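 also: 0% = DMSO wells with substrate and 100% = DMSO wells lacking glucose-6-phosphate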
SENP6 block = blocks the human protease SENP6; Q9GZR1; Recombinant SENP6 catalytic domain, aminoluciferin luminescence; inhibition, % at 10 µM; hit rate 1.8% among 330,000; AID 2599;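 active = inhibition above about 50% at the single tested dose, limit read from the data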;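 also: plate controls were DMSO wells with enzyme for no effect and DMSO wells lacking enzyme for full effect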
Target sequence (Q9GZR1 628-1112 limits assumed): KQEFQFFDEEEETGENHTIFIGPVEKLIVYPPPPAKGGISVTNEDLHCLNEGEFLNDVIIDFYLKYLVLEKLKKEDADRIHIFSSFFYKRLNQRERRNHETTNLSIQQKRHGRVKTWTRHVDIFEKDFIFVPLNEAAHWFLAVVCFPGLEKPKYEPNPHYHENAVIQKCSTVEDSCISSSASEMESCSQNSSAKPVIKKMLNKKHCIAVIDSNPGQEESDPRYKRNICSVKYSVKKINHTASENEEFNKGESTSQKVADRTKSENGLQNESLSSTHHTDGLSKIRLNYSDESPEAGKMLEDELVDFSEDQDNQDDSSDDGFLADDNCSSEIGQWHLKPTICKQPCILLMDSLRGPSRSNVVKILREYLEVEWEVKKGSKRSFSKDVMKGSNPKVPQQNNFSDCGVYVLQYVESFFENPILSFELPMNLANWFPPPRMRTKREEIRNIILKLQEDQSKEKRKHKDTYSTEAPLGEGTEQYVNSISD
SENP1 inh = SENP1 (human) catalytic domain inhibition; recombinant SENP1 catalytic domain, CyPet-SUMO1-YPet FRET cleavage; inhibition, % at 10 µM; hit rate 0.21% among 360,000;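 active = inhibition at least 30% at 10 µM, raw YFP signal under a set limit, fluorescence ratio 0.5 to 1.5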;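 also: 0% = enzyme with DMSO and 100% = no enzyme wells; some results filed as inactive read as strong as hits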
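Controls: no-enzyme wells low, DMSO-plus-enzyme wells high control. Test system: human recombinant His6-tagged SENP1 catalytic domain enzyme. Reagent: SFCypet-SUMO1-SFYpet FRET protein substrate, 25 nM final. Doses: one dose per compound, 10 µM, 0.5% DMSO. Detection: FRET, CFP and YFP emission. Timing: 50 min reaction at room temperature.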
SENP7 inh = blocks the human protease SENP7; inhibition, % at 5 µM; recombinant SENP7, Z-RLRGG-aminoluciferin luminescence, 40 min; hit rate 1.5% among 330,000; AID 434973;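 active = inhibition above about 50% at the single test dose, limit read from the data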;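 also: plate controls were DMSO with enzyme for no effect and no enzyme buffer wells for full effect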
Target sequence (Q9BQF6 706-1050 limits assumed): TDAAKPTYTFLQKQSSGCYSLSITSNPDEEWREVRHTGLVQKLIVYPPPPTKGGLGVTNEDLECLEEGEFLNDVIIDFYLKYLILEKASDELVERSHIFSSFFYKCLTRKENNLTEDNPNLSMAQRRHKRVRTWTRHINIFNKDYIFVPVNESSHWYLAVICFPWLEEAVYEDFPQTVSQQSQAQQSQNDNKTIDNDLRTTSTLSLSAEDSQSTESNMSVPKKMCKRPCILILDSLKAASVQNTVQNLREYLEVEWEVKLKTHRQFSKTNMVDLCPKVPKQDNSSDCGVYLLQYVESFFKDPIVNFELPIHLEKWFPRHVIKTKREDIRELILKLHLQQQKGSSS
Apaf1 inhib = inhibitors of human Apaf-1 apoptosome; reconstituted apoptosome caspase-3 activity, DEVD-Rh110 fluorescence; inhibition, % at 20 µM; hit rate 0.71% among 330,000; O14727; active = inhibition of at least 40% at 20 µM;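 also: plate controls were DMSO wells for no effect and DEVD-CHO caspase inhibitor wells for full effect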
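Material: cell-free apoptosome with Apaf-1, procaspase-3 and caspase-9; Buffer or medium: Hepes pH 7.5 with detergent and BSA; Reagent: cytochrome c trigger plus (Z-DEVD)2-Rh110 caspase-3 substrate; Times: compound with Apaf-1, dATP, procaspase-3 30 min, then 50 min reaction, room temperature; Technique: Rh110 fluorescence intensity.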
SENP8 block-1 = blocks the human protease SENP8; purified SENP8, Z-RLRGG-aminoluciferin cleavage, luminescence; AID 2540; inhibition, % at 10 µM; hit rate 1.2% among 330,000; Q96LD8; in the data active = inhibition above about 50%
Target sequence (Q96LD8 whole entry, looked up): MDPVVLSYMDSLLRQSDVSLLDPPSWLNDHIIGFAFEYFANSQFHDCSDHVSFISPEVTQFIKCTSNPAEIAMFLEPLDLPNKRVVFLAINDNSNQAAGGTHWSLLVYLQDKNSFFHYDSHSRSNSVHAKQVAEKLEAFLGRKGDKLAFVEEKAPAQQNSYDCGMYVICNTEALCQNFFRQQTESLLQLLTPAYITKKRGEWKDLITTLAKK
SENP8 block-2 = blocks human SENP8 cleavage of Nedd8 substrate | recombinant SENP8, Nedd8 substrate fluorescence | AID 602440 | hit rate 0.64% among 360,000 | Q96LD8 | inhibition, % at 20 µM; in the data active = inhibition mostly above about 40%, no sharp cut-off; inactive = mostly below about 27%
HKDC1 inhibitor = inhibitors of human hexokinase HKDC1; hit rate 0.16% among 340,000; recombinant HKDC1, G6PDH/diaphorase resazurin coupled fluorescence; Q2TB90; inhibition, % at 20 µM;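 active = inhibition above about 35% when tested at 20 µM, limit read from the data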;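 also: plate controls were DMSO wells with enzyme for no effect and DMSO wells lacking enzyme for full effect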
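test system = in-house recombinant HK5 (HKDC1) enzyme | amount = HKDC1 at 5 µg/mL | control set = DMSO-enzyme wells negative, buffer-substituted wells positive | compound = one dose of 20 µM, 1% DMSO | schedule = reaction time 90 min, room temperature, protected from light | technique = resorufin fluorescence at 613 nm | reagent = glucose with 1 mM ATP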
Numbers without * were called inactive; . = not tested or not shown.

SMILES | PfGluPho inh | SENP6 block | SENP1 inh | SENP7 inh | Apaf1 inhib | SENP8 block-1 | SENP8 block-2 | HKDC1 inhibitor
Cc1c(CN2CCC(n3nccc3NC(=O)C3CC3)CC2)[nH]c2ccccc12 | 0 | -13 | -11 | -3 | -5 | 3 | -10 | -4
CC1(C)CC(=O)c2sc(NS(=O)(=O)c3ccc(F)cc3)nc2C1 | -11 | -7 | 1 | 2 | 4 | 1 | -8 | -4
CN(C)c1ccc(/C=N/n2cnn(Cc3ccccc3Cl)c2=S)cc1 | 28 | 1 | -38 | 0 | 2 | 0 | -197 | -1
O=C(NCc1ccccc1Cl)C(=O)NCC1OCCCN1S(=O)(=O)c1cccs1 (stereo not drawn) | -1 | -23 | -2 | 15 | 10 | -4 | 6 | -4
Cc1ccc(NC(=O)CN(C)S(=O)(=O)c2cccc3cccnc23)cc1C | -2 | 13 | -2 | 0 | 6 | 8 | 12 | -3
Cc1c(Br)c(C(F)(F)F)nn1CC(=O)NCCN1CCOCC1 | 1 | -10 | -1 | -8 | -11 | -8 | 9 | 5
CCOc1cc(C)c(Cl)cc1S(=O)(=O)n1cnc2ccccc21 | -21 | 6 | 4 | 8 | 4 | 5 | 20 | 5
CN(C)C(=O)c1cc(C(=O)c2ccccc2C(F)(F)F)c[nH]1 | 13 | 21 | 0 | 3 | 4 | 2 | -42 | -14
CC1=NN(C(N)=S)C(=O)C1N=Nc1cccc(C(=O)O)c1 (stereo not drawn) | -7 | 93* | 0 | 91* | -18 | 85* | 27 | -3
O=C(NN(c1ccccc1)c1ccccc1)c1ccccc1F | 9 | -10 | 0 | -5 | 14 | -7 | 13 | 5
Cc1ccc(SC(C)c2nc(-c3cccnc3)no2)cc1 (stereo not drawn) | -2 | -2 | -1 | -12 | 11 | -9 | 10 | -5
Cc1ccc(CNCC(O)c2ccccc2)s1 (stereo not drawn) | -14 | -20 | 0 | -13 | -4 | -5 | 4 | 7
CC(C)OC(=O)CC1C(=O)NCCN1C(=S)NC(=O)c1cccs1 (stereo not drawn) | 10 | -6 | 1 | -1 | -4 | -3 | 15 | 3
CN(c1ccc(C(=O)Nc2ccccn2)cc1)S(=O)(=O)c1ccccc1 | -3 | 9 | 3 | 1 | -4 | -7 | 6 | -2
Cc1nnc(SCC(=O)Nc2ccccc2)n1CCc1ccccc1 | -4 | -12 | 1 | -7 | -15 | -5 | 5 | -10
CC12CCC(=O)N1C(C(=O)Nc1cccc(S(=O)(=O)N3CCCCCC3)c1)CS2 (stereo not drawn) | 1 | -10 | 0 | -7 | 13 | -10 | 0 | -5
O=C(OCCN1C(=O)c2ccccc2C1=O)c1ccc(S(=O)(=O)N2CCCCCC2)cc1 | -5 | -6 | -1 | -13 | 31 | 1 | 22 | 2
Cc1c(C(=O)NC2CC(=O)N(c3ccc4c(c3)OCCO4)C2)cccc1[N+](=O)[O-] (stereo not drawn) | 0 | -9 | 2 | -2 | 4 | -5 | 12 | -3
On1c(-c2ccccc2)nc2ncccc21 | 8 | -5 | -5 | -3 | 0 | -1 | -3 | -6
NC(=O)COc1c(-c2ccccc2)oc2ccccc2c1=O | -6 | -10 | 2 | 1 | 12 | -17 | -7 | -11
Cc1cc(C)c(-c2cc(NC(=O)COC(=O)c3ccc(C#N)cc3)n(-c3ccccc3)n2)cc1C | 3 | -5 | -1 | -9 | 5 | -4 | 0 | 5
Cc1cccc(C2Nc3ccccc3C(=O)N2CCc2ccccc2)n1 (stereo not drawn) | -5 | -6 | 3 | 6 | -11 | -3 | -306 | -3
COc1cccc(NC(=O)c2ccco2)c1 | -6 | 25 | -1 | 24 | 5 | -2 | 30 | 3
COc1ccc(/C=C/C(=O)NCCC(=O)N2CCCN(C)CC2)cc1 | -25 | 16 | 0 | 4 | -3 | 3 | 6 | 1
O=S(=O)(NCc1ccc2c(c1)OCO2)c1cccc(S(=O)(=O)N2CCOCC2)c1 | -13 | 8 | -1 | 5 | 5 | 3 | 10 | -5

Some of the entries above, set out differently.
compound	PfGluPho inh	SENP6 block	SENP1 inh	SENP7 inh	Apaf1 inhib	SENP8 block-1	SENP8 block-2	HKDC1 inhibitor
O=C(OCCN1C(=O)c2ccccc2C1=O)c1ccc(S(=O)(=O)N2CCCCCC2)cc1	-5	-6	-1	-13	31	1	22	2
Cc1c(C(=O)NC2CC(=O)N(c3ccc4c(c3)OCCO4)C2)cccc1[N+](=O)[O-] (stereo not drawn)	0	-9	2	-2	4	-5	12	-3
On1c(-c2ccccc2)nc2ncccc21	8	-5	-5	-3	0	-1	-3	-6
NC(=O)COc1c(-c2ccccc2)oc2ccccc2c1=O	-6	-10	2	1	12	-17	-7	-11
Cc1cc(C)c(-c2cc(NC(=O)COC(=O)c3ccc(C#N)cc3)n(-c3ccccc3)n2)cc1C	3	-5	-1	-9	5	-4	0	5

The list goes on.
SMILES | PfGluPho inh | SENP6 block | SENP1 inh | SENP7 inh | Apaf1 inhib | SENP8 block-1 | SENP8 block-2 | HKDC1 inhibitor
Cc1[nH]c(-c2ccc(F)cc2)cc1C(=O)N1CCN(c2cccc(Cl)c2)CC1 | 12 | 13 | 0 | 1 | 15 | 0 | 13 | 2
CN(Cc1ccccc1)C(=O)COC(=O)c1ccc(Br)o1 | -7 | -11 | 3 | 0 | 6 | 9 | 8 | 1
CC1C(=O)N2CCCc3cc(NS(=O)(=O)c4ccc([N+](=O)[O-])cc4)cc1c32 (stereo not drawn) | -9 | 0 | 9 | -8 | 10 | 2 | 20 | -2
CCCCCCOC(=O)c1ccc(OC(=O)c2cccnc2)cc1 | -5 | 53* | 1 | -1 | 7 | 44 | 6 | -3
CCc1ccc(CCC(=O)Nc2ccc(C)c(C)c2)o1 | -3 | -11 | -3 | 3 | -5 | -1 | 6 | -3
Cc1cc(NC(=O)c2c(-c3c(F)cccc3Cl)noc2C)no1 | -1 | -4 | 2 | 2 | -7 | -1 | 17 | -5
CCOC(=O)c1c(C)c(C(=O)Nc2ccc(F)cc2)c(C)n1C | 1 | -3 | 0 | 13 | -12 | -5 | 12 | -6
O=C(c1ccc(Cl)cc1)N1CCN(c2cc(=O)[nH]nc2-c2ccccc2)CC1 | -17 | -9 | 3 | -13 | 13 | -5 | 10 | -1
CN(Cc1ccccc1)c1ccc(C(CC(N)=O)NC(=O)c2ccc(Br)cc2)cc1[N+](=O)[O-] (stereo not drawn) | 5 | -6 | 2 | -10 | 36 | -4 | 26 | 9
COc1cc(/C=N/NC(=S)NCc2ccccc2)ccc1OCC#N | 2 | -2 | 3 | 3 | 2 | 8 | 19 | -14
CC(=O)C1[C@H](N(C)C)CC2C3CC=C4CC(O)CC[C@]4(C)C3CC[C@@]21C (stereo partly drawn) | -14 | -10 | 1 | -8 | 5 | -12 | 14 | -2
C/C=C/CSc1nc2c(c(=O)[nH]c(=O)n2C)n1CCC | 1 | -4 | 5 | -5 | 0 | -11 | 13 | -3
NC(=O)C1CCCCc2c1[nH]c1ccc(Cl)cc21 (stereo not drawn) | 1 | -10 | -46 | 3 | -2 | -2 | 15 | -2
CC(=O)NC(Cc1cccc(C)c1)C(=O)NC1CCN(C(=O)NCc2ccccc2)CC1 (stereo not drawn) | -7 | 7 | 1 | -2 | 6 | 4 | 5 | -4
COc1ccc(N2CCN(C(=O)CSc3nnc4c(C)cc5ccc(C)c(C)c5n34)CC2)cc1 | -4 | 6 | 0 | 5 | 7 | -1 | -4 | 9
CCn1c(COc2ccc(C)cc2)nnc1SCC(=O)C(C)(C)C | -5 | 9 | -1 | -1 | 4 | -1 | 17 | -3
CCOc1nc(NCc2ccco2)nc(Nc2ccc(OC)cc2)n1 | 0 | -18 | -2 | 1 | 4 | -8 | 17 | 4
C=CCOc1ccc(/C=N/NC(C)=O)cc1OCC | 8 | 3 | 2 | -2 | -10 | 8 | -2 | -12
CC1CCc2sc3ncnc(N4CCN(CCO)CC4)c3c2C1 (stereo not drawn) | 11 | 11 | 2 | 11 | 3 | -7 | 15 | -5
CC(C)(C)c1ccc(S(=O)(=O)/N=C2\C=C(NS(=O)(=O)c3ccccc3)C(=O)c3ccccc32)cc1 | 5 | 27 | 0 | 7 | 46* | 3 | 51* | 27
c1ccc(CCNc2ncnc3nc[nH]c23)cc1 | 3 | 0 | 0 | 3 | -13 | -3 | 7 | -5
CN1CC[C@@H]2C(=O)N3CCc4ccc(-c5ccc6c(c5)OCO6)cc4[C@@H]3C[C@@H]21 | 2 | . | -25 | . | . | . | -381 | 3
CCC(C(=O)Nc1ncccn1)(C(F)(F)F)C(F)(F)F | -20 | -8 | -1 | 5 | -1 | 2 | 6 | -10
CNCc1ccccc1OCc1ccc(F)cc1 | 0 | -12 | 3 | -5 | -7 | -11 | 5 | -5
COc1ccc(CNC(=O)CNC(=O)CNS(=O)(=O)c2ccc(C)c(C)c2)cc1 | -9 | -4 | -1 | -8 | 4 | -5 | 6 | -2

(continued)
SMILES | PfGluPho inh | SENP6 block | SENP1 inh | SENP7 inh | Apaf1 inhib | SENP8 block-1 | SENP8 block-2 | HKDC1 inhibitor
CCN(Cc1ccccc1)C(=O)C1CCN(c2ncnc3c2nc2n3CCCCC2)CC1 | 0 | -2 | 1 | 4 | 5 | -4 | 15 | -3
CCc1noc(C)c1C(=O)N1CCN(c2cccc(C)c2C)CC1 | -3 | -15 | 1 | -11 | 3 | -7 | 11 | -4
COc1ccccc1CNC(=O)COC(=O)c1cc(C)oc1C | -6 | -13 | 2 | 1 | -8 | 2 | 4 | -4
CCN(CC)c1ccc(N2C(=O)/C(=C\c3cccnc3)SC2=S)cc1 | -7 | 13 | 2 | 11 | 26 | -6 | 26 | 2
N#Cc1ccccc1S(=O)(=O)N1CCC(C(=O)NCc2ccccc2CN2CCCC2)CC1 | -2 | -37 | -1 | 0 | 16 | -9 | 12 | 3
Cc1cccc(NC(=O)c2cc3n(n2)C(C(F)(F)F)CC(C2CC2)N3)c1C (stereo not drawn) | 11 | -16 | 1 | -4 | -3 | 3 | -5 | -1
FC(F)(F)c1ccccc1NC(=S)NC1CCN(Cc2ccccc2)CC1 | -10 | -9 | 2 | 4 | -2 | -5 | 0 | -4
O=C(CCS(=O)(=O)c1cccc2nsnc12)N1CCN(Cc2ccc3c(c2)OCO3)CC1 | 19 | -10 | 3 | 10 | -2 | 0 | 18 | 1
COc1ccccc1C(=O)N1CCN(C(=O)c2ccncc2)CC1 | -23 | -16 | 2 | -12 | 5 | -7 | 28 | 1
Cc1nc(NC(=O)c2cc(-n3cnnc3)ccc2Cl)ccc1Br | -3 | -9 | 1 | 6 | 6 | 2 | 16 | 8
CCC(=O)N1CCc2cc(S(=O)(=O)CCC(=O)N3CCN(c4ccc(Cl)cc4)CC3)ccc21 | 9 | 5 | 1 | 3 | 17 | 5 | 8 | -6
O=C(Cc1ccc(Cl)cc1)c1c[nH]c(C(=O)NCc2cccnc2)c1 | -23 | -2 | -1 | -6 | 10 | -4 | 8 | 1
COc1cccc(OCC(O)CN2CC(C)CC(C)C2)c1 (stereo not drawn) | -11 | -1 | -1 | 13 | -5 | -4 | 12 | -7
O=C1CCCc2ccc3ccccc3c21 | 23 | . | -2 | . | . | . | 8 | 0
CCN(CC)S(=O)(=O)c1ccc(C)c(NC(=O)COC(=O)c2ccc(C)c(S(=O)(=O)N3CCOCC3)c2)c1 | -10 | 2 | 1 | 1 | 7 | 1 | 13 | -3
O=C(C1CCCO1)N1CCN(C(c2ccccc2)c2ccccc2)CC1 (stereo not drawn) | -2 | 8 | -5 | 2 | -2 | 4 | -5 | 5
